Bioassay records: PubChem BioAssay, Johns Hopkins Ion Channel Center
CHT block: inhibits the human high affinity choline transporter; actives 0.86% (n = 310,000); CHT-expressing cells, membrane potential dye, choline response; active compounds read low; B-score at 10 µM; AID 488975;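 active = B-score over 3 SD under the library average, and starting fluorescence ratio not unusually high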;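 note: choline stimulus applied at its EC90 after an EC20 pre-addition; B-score computed on integrated fluorescence ratio after choline addition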
Target sequence (Q9GZV3 whole entry, looked up): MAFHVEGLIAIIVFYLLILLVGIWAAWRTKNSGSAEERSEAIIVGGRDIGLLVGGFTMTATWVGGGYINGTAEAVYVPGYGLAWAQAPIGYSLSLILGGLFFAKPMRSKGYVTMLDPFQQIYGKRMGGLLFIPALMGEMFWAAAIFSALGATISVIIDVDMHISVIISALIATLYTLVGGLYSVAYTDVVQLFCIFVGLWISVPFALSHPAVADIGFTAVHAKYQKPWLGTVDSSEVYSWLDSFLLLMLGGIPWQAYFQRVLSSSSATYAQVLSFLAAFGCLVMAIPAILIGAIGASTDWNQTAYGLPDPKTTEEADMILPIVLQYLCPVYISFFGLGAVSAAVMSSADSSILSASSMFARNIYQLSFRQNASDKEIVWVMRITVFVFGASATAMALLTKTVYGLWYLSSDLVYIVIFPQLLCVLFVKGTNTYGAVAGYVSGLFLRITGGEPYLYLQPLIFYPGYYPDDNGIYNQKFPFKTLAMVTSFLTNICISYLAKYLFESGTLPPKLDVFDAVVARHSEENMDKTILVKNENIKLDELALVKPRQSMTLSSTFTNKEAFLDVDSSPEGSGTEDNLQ
KCNQ2 block: KCNQ2 channel blockers in CHO-K1 cells – cell-based, FluxOR thallium flux, B-score, primary screen (AID 2156); B-score at 10 µM; O88943; actives 1.1% (n = 310,000); 20 min; active compounds read low;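 active = fluorescence ratio B-score at most minus 3 library SDs, with starting brightness B-score within 2 library SDs, cut at about -5.5 in these data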
An asterisk follows results filed as active; i = inactive; / = no result given. Outcome played no part in choosing rows; any-hit rate near 1.9%.

SMILES	CHT block	KCNQ2 block
Cc1cc(OC(=O)c2cccc(Cl)c2)c([N+](=O)[O-])c(=O)[nH]1	i	i
O=C(N/N=C/c1ccc2ncccc2c1)c1ccco1	i	i
O=C1N(Cc2cccc(Cl)c2)C[C@@H]2C[C@@H](c3ccc4nonc4c3)N3CCC[C@@]123	i	i
N=c1sccn1CC(=O)Nc1ccccc1Sc1ccccc1	i	i
COc1cccc(CNc2ccc3[nH]c(=O)[nH]c3c2)c1OCc1ccccc1	i	i
COc1ccc(/C(C)=N/NC(=O)c2ccc(CSc3cccc4cccnc34)cc2)cc1OC	i	i
CCOC(=O)C(C)n1cnc2c(cnn2-c2ccc(Cl)cc2)c1=O (configuration not stated)	i	i
NC(=O)C1CCN(CCCNC2CC(=O)N(Cc3ccc(N4CCCC4=O)cc3)C2=O)CC1 (configuration not stated)	i	i
O=C1CCc2cc(S(=O)(=O)NC3CCCCC3)cc3c2N1CC3	i	i
N#CCOc1ccc(C2=NO[C@@H]3[C@@H]4C[C@@H]([C@H]5C(=O)N(c6ccc7c(c6)OCO7)C(=O)[C@@H]45)[C@H]23)cc1	i	i
CC(=O)Nc1ccc(NC(=O)c2c(-c3ccccc3)noc2C)cn1	i	i
Cn1c(=O)cc(NCc2ccccc2)[nH]c1=O	i	i
Cc1cc(C)cc(OCC(=O)OCC(=O)N2CCc3ccccc32)c1	i	i
CN(C)c1ccc(C(CNC(=O)c2ccccc2)c2c[nH]c3ccccc23)cc1 (configuration not stated)	i	i
CCN1CCN(c2nc3c(c(=O)[nH]c(=O)n3C)n2Cc2ccccc2)CC1	i	i
CC(C(=O)NCCc1ccc(F)cc1)N1CCN(Cc2ccccc2)CC1 (configuration not stated)	i	i
COc1cccc(CNC(=O)CCC2CCCN(C(=O)c3ccc(OC)o3)C2)c1 (configuration not stated)	i	i
COc1cccc(-n2nnc3c(=O)n(CC(=O)Nc4ccc(C)cc4)cnc32)c1	i	i
CCCCOC(=O)CSCC(=O)N1N=C(c2cccs2)CC1c1ccc(F)cc1 (configuration not stated)	i	i
Cn1nccc1C(=O)N/N=C/c1ccccc1[N+](=O)[O-]	i	i
Cc1ccc(C)c(S(=O)(=O)c2c(N)n(/N=C/c3ccco3)c3nc4ccccc4nc23)c1	i	i
O=C(COC(=O)/C=C/c1cccs1)NC(=O)Cc1ccccc1	i	i
O=C(CCCN1C(=O)S/C(=C\C=C\c2ccccc2)C1=O)Nc1ccc(C(=O)O)cc1	i	i
CCCCCCC1C(C#N)=C(N)OC2=C1C(=O)CC(C)(C)C2 (configuration not stated)	i	i
CCn1c(C)nc2cc(C(=O)N/N=C/c3ccc(OC)c(O)c3)ccc21	i	i
CC1CN(c2nc3ccccn3c(=O)c2/C=C(\C#N)C(=O)N2CCOCC2)CC(C)O1 (configuration not stated)	i	i
O=C(c1ccccc1)c1cccc(NC(=O)c2ccc(Br)o2)c1	i	i
Nn1c(Nc2ccccc2)nc2sc3c(c2c1=O)CCC3	/	i
COc1ccc(-c2cc(=O)c3cc(OC)ccc3o2)cc1	i	i
O=S(=O)(c1ccccc1)N1CCN(C/C=C/c2ccccc2)CC1	i	i

One compound at a time (already shown):
`CCn1c(C)nc2cc(C(=O)N/N=C/c3ccc(OC)c(O)c3)ccc21` as listed: CHT block: i; KCNQ2 block: i
`O=C(CCCN1C(=O)S/C(=C\C=C\c2ccccc2)C1=O)Nc1ccc(C(=O)O)cc1` as listed: CHT block: i; KCNQ2 block: i
`O=C(c1ccccc1)c1cccc(NC(=O)c2ccc(Br)o2)c1` as listed: CHT block: i; KCNQ2 block: i

Carrying on.
SMILES	CHT block	KCNQ2 block
COc1ccc(S(=O)(=O)Nc2c(C)c(C)cc3c2ncn3C)cc1	i	i
CC(C)COc1ccc2[nH]c3c(c2c1)CCCC3=O	i	i
CCSc1nnc(NC(=O)C2C3C=CC(C3)C2C(=O)O)s1 (configuration not stated)	i	i
CCn1c2ccccc2c2cc(NC(=O)c3cc(OC)cc(OC)c3)ccc21	i	i
O=C(c1cc2c(s1)-c1ccccc1S(=O)(=O)C2)N1CCCC1	i	i
Cc1cnnc2ccc3c(no[n+]3[O-])c12	i	i
O=C(NC1CCCC1)C(c1cccs1)N(Cc1ccco1)C(=O)c1csnn1 (configuration not stated)	i	i
O=C(O)CCC(=O)N1CC=C(c2ccccc2)CC1	i	i
Clc1ccc(OCc2nn3c(C4CCCCC4)nnc3s2)cc1	i	i
O=C(N/N=C/c1cc(Br)c(Br)s1)c1ccncc1	i	i
COc1cc(C2Nc3ccccc3NC3=C2C(=O)CC(c2ccc(OC)c(OC)c2)C3)ccc1O (configuration not stated)	i	i
CC1=NN(C(=O)c2ccc(Br)cc2)C(O)(c2ccccc2)C1 (configuration not stated)	i	i
CCOc1ncccc1C(=O)OCC(=O)Nc1ccc(-c2nc3ccc(C)cc3s2)cc1	i	i
CCN(CC)S(=O)(=O)c1cccc(C(=O)NCC(c2ccccc2)N(C)C)c1 (configuration not stated)	i	i
CC1(C)Cc2cccc(OCC(=O)Nc3ccc(OCC(N)=O)cc3)c2O1	i	i
COc1ccccc1-n1c(-c2ccccc2)c[n+]2c1CCc1ccccc1-2	i	i
O=C(Nc1ccccc1)/C(=C1\CCCN1)[N+](=O)[O-]	i	i
OC(COC(c1ccccc1)c1ccccc1)CN1CCCCC1 (configuration not stated)	i	i
CCOC(=O)c1nc2nc(-c3cccs3)cc(C(F)(F)F)n2n1	i	i
N#C/C(=N\Nc1ccc([N+](=O)[O-])cc1)C(N)=S	-9.4*	i
O=C(O)c1cccc(S(=O)(=O)N2CCN(Cc3ccc4c(c3)OCO4)CC2)c1	i	i
CCn1ncc([N+](=O)[O-])c1C(=O)Nc1c(C)cccc1C	i	i
COc1ccc(OC)c(S(=O)(=O)N2c3cc(F)ccc3CCC2C)c1 (configuration not stated)	i	i
O=C(Oc1ccccc1)N1CCN(c2ccccc2F)CC1	i	i
Cc1cccc(N2CCN(C(=O)C3CCC(=O)N(C4CC4)C3)CC2)c1C (configuration not stated)	i	i
N#C/C(=C/C=C/c1ccccc1)C(=O)Nc1ccccc1	i	i
OC(COc1ccc2ccccc2c1Cl)CN1CCOCC1 (configuration not stated)	i	i
Cc1cc(NC(=O)CCSc2nc(-c3ccco3)cc(C(F)(F)F)n2)n(-c2ccccc2)n1	i	i
COc1ccc(S(=O)(=O)c2c(O)c3ccc(C(=O)Nc4cccc(F)c4)cc3[nH]c2=O)cc1	i	i
COc1cc(CNc2ccc3[nH]c(=O)[nH]c3c2)cc(Cl)c1OCC(=O)NC(C)(C)C	i	i
CCOC(=O)COn1c(SCC(=O)OCC)nc2ccccc2c1=O	i	i
N=c1c2c3c(sc2ncn1N)CCC3	i	i
CC(=O)c1c(C)oc2ccc(NS(=O)(=O)c3ccccc3)cc12	i	i
Cc1[nH]c2ccccc2c1/C=N\NC(=O)c1ccco1	i	i
O=C(CSc1ncnc2sc3c(c12)CCC3)N1CCOCC1	i	i
N#Cc1ccc(-c2ccc(OCC(=O)NCCCN3CCCC3=O)cc2)cc1	i	i
CC1(C)CC(=O)NC=C(c2ccccc2)C1	i	i
COc1ccccc1NC(=O)CSc1nnc(COc2ccc(Cl)cc2)n1Cc1ccco1	i	i
Cc1ccc(SCCCCN2C(=O)NC(C)(C)C2=O)cc1	i	i
COc1ccc(CCN=C(N)NS(=O)(=O)c2ccc(F)cc2)cc1OC	i	i

Random excerpt: five entries already listed, in no set order.
SMILES	CHT block	KCNQ2 block
COc1ccccc1NC(=O)CSc1nnc(COc2ccc(Cl)cc2)n1Cc1ccco1	i	i
CC1(C)CC(=O)NC=C(c2ccccc2)C1	i	i
N=c1c2c3c(sc2ncn1N)CCC3	i	i
Cc1ccc(SCCCCN2C(=O)NC(C)(C)C2=O)cc1	i	i
COc1ccc(CCN=C(N)NS(=O)(=O)c2ccc(F)cc2)cc1OC	i	i

CHT block, entries above that show a hit
SMILES	CHT block	KCNQ2 block
N#C/C(=N\Nc1ccc([N+](=O)[O-])cc1)C(N)=S	-9.4*	i

Following part.
SMILES	CHT block	KCNQ2 block
CCOCCOC(=O)C1=C(C)NC2=C(C(=O)CC(c3cccs3)C2)C1c1ccsc1 (configuration not stated)	i	i
CCS(=O)(=O)N1CCC(C(=O)OCC(=O)c2ccc(Br)cc2)CC1	i	i
CCOc1ccc(N/C=C/C(=O)c2cc(OC)c(OC)c(OC)c2)cc1	i	i
O=C(Cn1ccc2ccccc2c1=O)N1CCN(Cc2ccc3c(c2)OCO3)CC1	i	i
CCOC(=O)c1c(NC(=S)Nc2cccc(C)c2)sc2c1CC(C)(C)SC2	i	i
O=C(C1CCCO1)N1CCN(C(=S)Nc2cc(F)cc(F)c2)CC1 (configuration not stated)	i	i
CCCCn1c(N)c(N(CC(C)C)C(=O)CCS(=O)(=O)c2ccc(C)cc2)c(=O)[nH]c1=O	i	i
COC(=O)c1ccc(CSc2nnc(-c3ccncc3)n2Cc2ccccc2)o1	i	i
COc1ccc(NC(=O)CS(=O)CC(=O)NCc2cccc(C(F)(F)F)c2)cc1 (configuration not stated)	i	i
Cc1nn(CCCC(=O)O)c(C)c1[N+](=O)[O-]	i	i
Cc1ccc2c(c1)sc1nc(=O)ccn12	i	i
CCOc1cc(C=O)ccc1OCC(=O)N1CCCC1	i	i
CCOc1ccccc1-n1c(SCC(=O)NC)nnc1-c1ccco1	i	i
CCN(CC)S(=O)(=O)c1cccc(C(=O)N[C@H](C(=O)OCC(N)=O)C(C)C)c1	i	i
Cc1csc(SCC(=O)Nc2nccs2)n1	i	i
CCOC(=O)c1sc(N2C(=O)C(O)=C(C(=O)c3ccc(C)o3)C2c2cccc([N+](=O)[O-])c2)nc1C (configuration not stated)	i	i
CC1(C)CC(NC(=O)c2ccccc2C(=O)NC2CC(C)(C)NC(C)(C)C2)CC(C)(C)N1	i	i
COc1ccc([N+](=O)[O-])cc1NC(=O)C(C)OC(=O)c1cccnc1 (configuration not stated)	i	i
CCOC(=O)c1c[nH]c2c3c(ccc2c1=O)CCCC3	i	i
O=C(NC1CCCCC1)c1ccc(Cl)c(NC(=O)c2ccccc2F)c1	i	i
O=C(O)c1cccc(-n2cnnn2)c1	i	i
Cc1nn(-c2ccccc2)c2c1C1(C(=O)N(C)c3ccccc31)C(C#N)=C(N)O2 (configuration not stated)	i	i
Cc1nc(C(=O)NCCCO)cc2c1[nH]c1ccccc12	i	i
Cc1ccc(OCCN2CCN(C(=O)CCC(=O)Nc3nnc(C(C)C)s3)CC2)cc1	i	i
CC1CN(C(=O)c2ccc(S(=O)(=O)Nc3cccc(C(F)(F)F)c3)cc2)CC(C)O1 (configuration not stated)	i	i
O=C(NCCCc1ccc(F)cc1)C1CCC(=O)N(CC2CCCCC2)C1 (configuration not stated)	i	i
CCCCN=C(NNc1ccc(Br)cc1)C(=O)OCC	i	i
NC(=S)Nc1ccc(Cl)c(Cl)c1	i	i
CCC(=O)Nc1cccc(NC(=O)CSc2nnnn2Cc2ccccc2)c1	i	i
O=C(CSC1=NCCS1)NC(NC(=O)CSC1=NCCS1)c1ccccc1	i	i
COc1ccc(/C=C/C(=O)NCCCN2CCOCC2)cc1	i	i
COC(=O)[C@H](Cc1c[nH]c2ccccc12)NC(=O)NCc1ccc(OC)cc1	i	i
COc1ccc(N2CCC(N3CCN(C)C(CCO)C3)CC2)cc1 (configuration not stated)	i	i
CCCCn1c(N)c(N(CCOC)C(=O)c2sc3ccccc3c2Cl)c(=O)[nH]c1=O	i	i
CCS(=O)(=O)c1nc(S(=O)(=O)c2ccc(Cl)cc2)c(N2CCCC2)s1	i	i
COCCn1c(C)cc(C(=O)CSc2ccc(NC(C)=O)cc2)c1C	i	i
N#CCCN(CCC#N)C(=O)c1ccc2c(c1)OCO2	i	i
CCO[C@H]1OC(C(N)=O)=C[C@@H](C2CC2)[C@@H]1CCCO	i	i
Cc1sc2ncnc(Nc3ccc(O)cc3)c2c1C	i	i
O=C(CCCCCC(=O)N(CCO)CCO)N(CCO)CCO	i	i
Cc1ccccc1OCC(=O)N1N=C(c2cccnc2)CC1(O)C(F)(F)F (configuration not stated)	i	i
Clc1ccc(-n2nnc(-c3ncc[nH]3)n2)cc1Cl	i	i
O=S(=O)(c1cccc(F)c1)N1CCc2sccc2C1c1ccc(OC(F)(F)F)cc1 (configuration not stated)	i	-5.9*
COc1ccc2cc(C3CC(c4ccco4)=NN3C(=O)CCC(=O)O)c(Cl)nc2c1 (configuration not stated)	i	i
CCC(=O)N1C(=O)C2(Nc3ccccc3N2)c2ccccc21	i	i
COC(=O)CCN(C(=O)C12CC3CC(CC(C3)C1)C2)c1ccccn1	i	i
O=C(Cc1ccccc1)Nc1ccc(NC(=O)C2CCCCC2)nc1	i	i
O=C(CSc1nnc(CNC(=O)c2c(F)cccc2F)o1)Nc1ccc2c(c1)OCCO2	i	i
COC(=O)CN1C(=O)[C@H]2[C@@H](c3ccc(C)o3)N3C(=O)CN(Cc4ccccc4)C(=O)[C@@]3(C)[C@H]2C1=O	i	i
Cc1cc(C)cc(C(=O)Nc2ccc(N3CCN(C(=O)c4ccco4)CC3)cc2)c1	i	i
Additional results follow:
SMILES	CHT block	KCNQ2 block
Cc1ccc2c(C(=O)CNc3nncs3)c(C)[nH]c2c1	i	i
CCOC(=O)C1CCCN(C(=O)c2cc3cc4ccc(OC)cc4nc3o2)C1 (configuration not stated)	i	i
Cc1ccc(S(=O)(=O)c2nc(S(C)(=O)=O)sc2N2CCOCC2)cc1	i	i
COc1cccc(OCCCOc2ccccc2C(C)C)c1	i	i
COc1ccc(NC(=O)NCc2ccc3c(c2)OCO3)cc1	i	i
NNC(=O)c1ccc(CSc2nc3ccccc3[nH]2)cc1	i	i
CC(=O)c1c(C)[nH]c(C(=O)N2CCc3ccccc3C2)c1C	i	i
COc1ccc(/C=N/NC(=O)CCSc2nc3ccccc3s2)cc1	i	i
